# Assay outcomes as filed in PubChem.
# FXIa inh mix: FXIa protease inhibitors in compound pools, primary screen, biochemical, 10-compound mixtures. 0.19% of 62,000 active. purified FXIa, fluorogenic substrate, pooled mixtures. inhibition, % at 5 µM. Coagulation factor XI (Homo sapiens), P03951;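 note: each value is inhibition by a whole ten-compound pool holding the compound; 0% = enzyme with no mixture and 100% = wells lacking enzyme; strong numbers were not always called active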
# Hsp90 block: tumor Hsp90 inhibitors, primary screen, cell lysate, fluorescence polarization, NCI-N417 lysate; 0.35% of 64,000 active; inhibition, % at 30 µM; Cy3B-geldanamycin FP displacement;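 active = inhibition above 50%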;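 note: 0% = tracer plus lysate wells and 100% = tracer alone without lysate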
# Cdc25B inh: inhibitors of Cdc25B phosphatase catalytic domain, primary screen, biochemical, OMFP fluorescence; M-phase inducer phosphatase 2 (Homo sapiens), P30305; recombinant Cdc25B, OMFP fluorescence Ex485/Em525; inhibition, %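 (compounds tested at 10 µM final in the well)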; 0.1% of 65,000 active; AID 368, 2006; in the data active = inhibition above about 50%
# CatL block: inhibitors of human cathepsin L, biochemical; Procathepsin L (Homo sapiens), P07711; purified cathepsin L, fluorogenic substrate, fluorescence; inhibition, %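 (tested at 10 µM)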; 0.17% of 58,000 active; in the data active = inhibition above about 45%;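 note: 0% = enzyme with no compound and 100% = no enzyme blank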
# Target sequence (P07711 114-288 limits assumed): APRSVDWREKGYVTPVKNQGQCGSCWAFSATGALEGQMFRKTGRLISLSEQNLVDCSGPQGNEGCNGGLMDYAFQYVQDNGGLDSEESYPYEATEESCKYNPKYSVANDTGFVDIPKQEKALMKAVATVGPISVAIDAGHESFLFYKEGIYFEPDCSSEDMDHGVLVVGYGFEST
# Target sequence (P07711 292-333 limits assumed): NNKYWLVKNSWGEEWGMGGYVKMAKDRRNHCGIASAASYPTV
# FXIIa inh mix: human factor XIIa inhibitors, primary screen, biochemical, pooled compound mixtures, fluorogenic substrate. purified FXIIa. Coagulation factor XII (Homo sapiens), P00748. inhibition, % at 5 µM. 0.2% of 62,000 active;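 note: 0% = enzyme without compound and 100% = no enzyme blank; some results filed as inactive read as strong as hits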
# Target sequence (P00748 20-372 limits assumed): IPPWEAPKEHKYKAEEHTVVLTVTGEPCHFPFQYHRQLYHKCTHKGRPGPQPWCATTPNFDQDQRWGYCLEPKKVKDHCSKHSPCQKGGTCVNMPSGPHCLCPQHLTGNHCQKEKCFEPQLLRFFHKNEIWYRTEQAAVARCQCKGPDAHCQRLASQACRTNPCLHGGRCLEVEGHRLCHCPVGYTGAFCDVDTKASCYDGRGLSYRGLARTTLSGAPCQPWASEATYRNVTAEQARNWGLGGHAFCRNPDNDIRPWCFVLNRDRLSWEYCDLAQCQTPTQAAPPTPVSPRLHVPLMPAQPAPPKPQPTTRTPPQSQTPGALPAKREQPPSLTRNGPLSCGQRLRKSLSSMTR
# Target sequence (P00748 373-615 limits assumed): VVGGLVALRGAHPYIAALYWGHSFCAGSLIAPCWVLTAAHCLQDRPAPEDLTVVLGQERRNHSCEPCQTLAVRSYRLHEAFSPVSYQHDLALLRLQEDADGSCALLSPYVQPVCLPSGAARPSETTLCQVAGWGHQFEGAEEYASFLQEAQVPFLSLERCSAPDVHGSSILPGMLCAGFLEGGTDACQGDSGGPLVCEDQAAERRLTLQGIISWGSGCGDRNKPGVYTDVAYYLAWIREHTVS
# C1s inh: complement C1s protease inhibitors, primary screen, biochemical, 10-compound mixtures; Complement C1s subcomponent (Homo sapiens), P09871; purified C1s, fluorogenic AMC substrate, pooled mixtures; mean inhibition % of two 10-compound mixtures (active compounds read high), % at 5 µM (by protocol); 0.16% of 62,000 active; AID 538, 2006;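 active = inhibition above 20% in each of the two 10-compound mixture wells holding the compound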;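 note: 0% = enzyme wells lacking compound mixture and 100% = no-enzyme blank wells; some compounds called inactive have numbers as strong as hits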
# 5HT1a ag: human 5-HT1a receptor agonists, primary screen, cell-based, CHO, Ga15 NFAT-bla reporter; AID 567, 2006; 5-hydroxytryptamine receptor 1A (Homo sapiens), P08908; activation, % at 10 µM; 0.56% of 65,000 active; CHO 5-HT1a Ga15 NFAT-bla reporter, FRET ratio; 0% basal, 100% maximal reference agonist;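 active = activation above the screen-wide mean activation plus 3 SD, cut at about 19% in these data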;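 note: 0% = DMSO wells and 100% = 5-CT at EC100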
# Cathepsin G inh: human cathepsin G inhibitors, primary screen, biochemical, pooled compound mixtures, AMC fluorescence; purified enzyme, AMC-tetrapeptide fluorescence; inhibition, % at 5 µM (by protocol); 0.2% of 62,000 active;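 active = inhibition above 20% in each of the two mixture wells holding the compound; inactive = inhibition of 20% or less in either well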;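 note: 0% = enzyme control without mixture and 100% = blank lacking enzyme; strong numbers were not always called active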
# Target sequence (P08311 21-244 limits assumed): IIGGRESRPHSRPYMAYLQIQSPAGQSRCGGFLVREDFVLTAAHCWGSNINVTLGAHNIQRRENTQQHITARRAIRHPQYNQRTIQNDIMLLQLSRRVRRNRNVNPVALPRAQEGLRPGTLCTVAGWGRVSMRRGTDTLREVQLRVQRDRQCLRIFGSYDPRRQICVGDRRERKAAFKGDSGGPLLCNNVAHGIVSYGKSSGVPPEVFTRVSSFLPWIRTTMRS
# DUSP1 inh: MKP-1 phosphatase inhibitors, primary screen, biochemical, in vitro. Dual specificity protein phosphatase 1 (Homo sapiens), P28562. recombinant MKP-1, OMFP hydrolysis fluorescence. inhibition, %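 (compounds tested at a single concentration somewhere between 10 and 100 µM)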. 0.15% of 65,000 active;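 active = inhibition above about 50%, limit read from the data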;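 note: 0% = DMSO max control wells and 100% = wells with enzyme stopped by NaOH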
# Starred values were filed as active, the others as inactive; . = not tested or not shown. Cut-off read from the data, not from the text of the source, unless noted: active = inhibition above about 20% (passing the limit was not always enough); inactive = the rest.
SMILES,FXIa inh mix,Hsp90 block,Cdc25B inh,CatL block,FXIIa inh mix,C1s inh,5HT1a ag,Cathepsin G inh,DUSP1 inh
COc1cc(C2NC(=O)NC(C)=C2C(=O)OCc2ccccc2)ccc1O (configuration not stated),-7,-2,-6,-5,-1,-37,-0.5,7,13
COc1cc2c(c(OC)c1)C(c1ccncc1)CC(=O)N2 (configuration not stated),-16,0,0,-13,3,-74,-0.9,-7,-3
COCCn1c(COc2ccccc2)nnc1SCC(N)=O,7,-2,4,-1,7,-7,-3.0,0,-13
CC(C)(C)OC(=O)NCCc1nnc(S(=O)(=O)Cc2ccc(Cl)cc2Cl)o1,13,1,2,0,2,8,-0.4,4,2
COc1cccc(C(=O)Nc2c(F)c(F)c(F)c(F)c2F)c1,-1,-2,-1,14,-1,-3,0.5,8,0
CC(C)c1nnc(NC(=O)CCC(=O)NCC2CCCO2)s1 (configuration not stated),-3,-3,-1,7,1,-3,0.0,0,-13
O=C(Nc1ccon1)c1cccc(Cl)c1,1,-4,-12,21,7,-17,0.1,-9,-3
Cc1sc(NC(=O)CSc2nnnn2C2CCCC2)c(C#N)c1C,0,0,5,32,1,-4,0.6,6,2
CC(c1nnc(SCn2nnc3ccccc3c2=O)n1-c1ccc(Cl)cc1)N(C)C (configuration not stated),6,1,3,0,5,12,-1.5,10,-5
CSC1=C(C#N)C(CC(C)C)C(C(C)=O)=C(C)N1 (configuration not stated),4,4,3,12,-19,2,-1.5,-2,-20
Cn1c(N)c(C(=O)CSc2nc3ccccc3n2-c2ccccc2)c(=O)n(C)c1=O,15,-6,-4,12,7,14,0.0,10,16
O=C(Nc1ccc2c(c1)OCCO2)c1c(F)c(F)c(F)c(F)c1F,8,0,7,-4,-3,6,-2.1,23,15
CS(=O)(=O)Nc1ccc(OCc2ccccc2)cc1,2,.,1,8,4,16,.,9,29
Cc1c(NC(=O)Cn2nc(C(=O)O)c3ccccc3c2=O)c(=O)n(-c2ccccc2)n1C,5,-3,-12,6,0,-4,-1.0,-5,-3
Cc1cc(C)cc(N(C(C)C(=O)Nc2c(C)n(C)n(-c3ccccc3)c2=O)S(C)(=O)=O)c1 (configuration not stated),6,-1,-11,13,-2,7,-1.6,14,13
COc1ccc(/C(O)=C2\C(=O)C(=O)N(c3cc(C)on3)C2c2ccccc2OC)cc1C (configuration not stated),.,-3,-28,-9,.,.,3.8,.,-22
COc1cccc(C(=O)OC(C)CN2CCCC2)c1 (configuration not stated),5,-7,-5,6,-2,6,1.8,10,-9
O=C(NCC(F)(F)F)N1CCOCC1,-1,3,-30,4,3,-2,1.0,5,-15
CCCS(=O)(=O)N1CCN(Cc2ccncc2)CC1,1,1,0,.,1,5,0.7,-3,19
O=C(C1CCCCC1)N1CCC(n2nnc3ccccc32)CC1,6,3,-2,9,6,2,-2.9,-9,17
COc1ccccc1-c1nnc(SCC(=O)N2CCOCC2)o1,2,-3,-1,.,4,13,-3.5,10,-3
O=C(COC(=O)c1ccccc1S(=O)(=O)N1CCCCC1)NCC(F)(F)F,2,1,-1,1,7,3,-5.0,8,10
O=C(CSc1ncnc2c1oc1ccccc12)Nc1ccc2c(c1)OCCO2,.,-4,3,.,.,.,-0.2,.,28
O=C(NCc1cccnc1)c1ccccc1Br,7,-1,-12,3,6,13,0.1,12,-6
Cc1c(NC(=O)OCCNC(=O)Nc2ccccc2)sc(=S)n1C,24,-1,-7,9,2,-11,-0.1,-4,7
SMILES,FXIa inh mix,Hsp90 block,Cdc25B inh,CatL block,FXIIa inh mix,C1s inh,5HT1a ag,Cathepsin G inh,DUSP1 inh
Cc1cccc(N(Cc2cc3ccccc3[nH]c2=O)C(=O)c2ccco2)c1C,.,-2,-2,.,.,.,1.5,.,-9
COc1ccc(CNC(=O)c2ccccc2SC)cc1,4,-1,-11,-2,-16,6,-1.2,8,3
Cc1ccc(S(=O)(=O)NC(=O)NC(C)(C)C)cc1,6,-2,-5,6,12,14,-0.7,11,5
Clc1cccc(CSc2nnc([C@@H]3CCCN3)o2)c1,4,.,-3,4,9,-14,0.9,0,3
COC(=O)c1cc(CSc2nnc(-c3ccccc3)c(-c3ccccc3)n2)oc1C,0,-1,-23,14,6,6,-1.9,10,-8
N#CCCN1CCN(S(=O)(=O)c2ccc(S(=O)(=O)N3CCCCCC3)cc2)CC1,0,-2,-7,0,-24,-9,1.5,-4,-4
COc1ccc(S(=O)(=O)N2CCN(CCO)CC2)cc1-c1nnc2c3ccccc3c(C)nn12,4,-3,-7,.,0,4,0.3,8,12
Cc1cc(C)nc(N2CCC(C(=O)Nc3nnc(C)s3)CC2)n1,4,-4,-1,-8,-1,16,-1.5,10,15
COC(=O)C1=CNC=C(C(=O)OC)C1c1ccc(C(=O)OC)cc1,-8,-5,1,.,8,-48,1.8,-11,4
CCN(CC)CCN1C(=O)C(=O)/C(=C(/O)c2ccc(F)cc2)C1c1ccncc1 (configuration not stated),.,-3,18,25,.,.,1.1,.,-6
CC(NC(=O)C1CCCN(S(=O)(=O)c2cccs2)C1)c1ccccc1 (configuration not stated),22,-3,-6,4,1,21,-1.1,35,-8
COCCN(C(=O)Nc1ccccc1)C(C)c1cccnc1 (configuration not stated),8,0,-7,8,-13,36,0.0,-9,-7
Cc1ccc(N2CC(C(=O)OCc3ccccc3)CC2=O)cc1 (configuration not stated),8,-2,-11,16,-4,-6,-1.9,2,-4
CCc1nc(C)cn1S(=O)(=O)c1cc(Br)c(C)cc1OC,-2,3,-3,16,2,6,-4.5,14,10
CC(C)(CNCC(O)c1ccccc1)N1CCOCC1 (configuration not stated),1,-1,1,-2,-6,-11,-1.1,-2,20
Cc1cccc(N2CCN(C(=O)C34CC5CC(CC(C5)C3)C4)CC2)c1C,5,-1,-15,12,1,8,2.9,13,-2
Cc1cc(C)nc(SCC2COc3ccccc3O2)n1 (configuration not stated),3,-3,-3,13,6,10,0.9,17,3
O=C(Nc1ccccc1C1CC1)c1cccs1,3,1,9,7,2,-85,1.0,-10,11
O=C(Nc1ccc2c(c1)OCO2)C1CCN(S(=O)(=O)Cc2ccccc2)CC1,3,5,-17,23,4,10,-4.4,6,-9
CCOC(=O)c1[nH]c2ccccc2c1NC(=O)c1cc(OC)c(OC)c(OC)c1,.,-4,-7,.,.,.,-2.1,.,-13
COc1cc(C(c2sc3ncnn3c2O)N2CCN(c3ccccc3F)CC2)cc(OC)c1OC (configuration not stated),3,0,4,-5,2,6,-1.2,7,18
C=CCN1C(=O)CS/C1=C(\C#N)S(=O)(=O)c1ccc(C)cc1,8,-13,-14,13,1,14,1.2,14,0
O/N=C1\CCc2cc(Cl)ccc21,.,-2,-18,-2,.,.,3.0,.,-18
CCOc1ccc(-c2nc(CSCC(=O)NCCN3CCOCC3)c(C)o2)cc1,10,-4,10,19,6,1,-2.8,7,5
Cc1ccc(C(=O)N2CCCC(c3nc4c(nnn4Cc4ccccc4)c(=O)[nH]3)C2)cc1 (configuration not stated),10,-1,-9,9,6,38,21*,5,10
SMILES,FXIa inh mix,Hsp90 block,Cdc25B inh,CatL block,FXIIa inh mix,C1s inh,5HT1a ag,Cathepsin G inh,DUSP1 inh
CSc1cccc(-n2cc(-c3ccc4c(c3)OCO4)[nH]c2=O)c1,3,.,0,11,15,1,-3.2,10,18
Cc1nc(NCCN2CCOCC2)c2nnn(Cc3c(F)cccc3Cl)c2n1,3,-1,-5,6,14,4,0.4,9,16
CCOC(=O)c1cn(CC)c2cc(N3CCCCC3)c(F)cc2c1=O,7,1,1,-6,1,11,-0.6,11,-2
Cc1ccccc1OCCCC(=O)Nc1ccc(N2CCOCC2)cc1,4,14,3,3,4,-3,-2.7,2,2
COc1ccc(C(=O)NCCCn2ccnc2)cc1,1,.,-2,.,2,3,-3.8,10,9
O=C1CCCc2nn(-c3ccccc3)c(-c3ccncc3)c21,3,-5,21,8,-9,-3,-1.2,-2,-2
CCCc1nnc(NC(=O)c2c(O)c3cccc4c3n(c2=O)CC4)s1,4,-2,-3,27,-6,4,-1.1,9,11
CCCCC(CC)CNC(=O)C1CCCN(S(=O)(=O)c2cnc[nH]2)C1 (configuration not stated),22,-1,9,16,-2,-3,-5.6,6,0
COc1ccc(NC(=O)CN(c2ccc(C(C)C)cc2)S(=O)(=O)c2c(C)noc2C)cc1OC,5,4,-11,4,5,-7,-1.6,-11,8
Cc1cc(NC(=O)CSc2nc3c(c(=O)n2-c2ccc(Br)cc2)SCC3)no1,.,-2,-6,.,.,.,-1.3,.,29
O=C(OCC(CO)OC(CO)n1ccc(=O)[nH]c1=O)c1ccccc1 (configuration not stated),0,-1,0,17,5,-23,0.8,-5,17
O=C(CSc1nc2cc(Cl)ccc2o1)c1cccs1,4,-6,-8,-2,1,2,1.4,-4,1
O=C(CCN1C(=O)c2ccccc2C1=O)N1CCC(c2ccccc2)C1 (configuration not stated),6,-7,-5,9,6,2,32*,10,3
CS(=O)(=O)N(Cc1ccccc1)c1ccccc1C(=O)O,6,.,-19,-3,6,5,.,15,3
O=C(Nc1ccc(Br)cc1F)C1CCCN(S(=O)(=O)c2cnc[nH]2)C1 (configuration not stated),6,0,-15,2,-1,0,-1.0,-2,-5
Cc1ccc(CNC(=O)CS(=O)Cc2nc(-c3cccs3)oc2C)cc1 (configuration not stated),6,-5,-4,.,4,-45,2.1,-8,6
Cc1cc2nc(C3CCN(Cc4nnnn4Cc4cccs4)CC3)[nH]c2cc1C,-4,-4,-17,-10,20,-3,-0.9,-1,16
Cc1onc(-c2ccccc2)c1C(=O)N1CC(C)OC(C)C1 (configuration not stated),4,2,-12,15,7,-18,-2.1,-8,9
CC1(C)CC(=O)C(C=Nc2ccc3cn[nH]c3c2)=C(O)C1,2,-3,5,22,5,9,-2.8,7,3
CN(C)S(=O)(=O)c1ccc(C(=O)Nc2ccc(Cl)cc2)cc1,7,-1,-9,11,-3,14,0.1,8,-5
COc1ccc(-c2nn3c(C4CCCCC4)nnc3s2)cc1OC,.,-3,6,-4,.,.,1.5,.,-31
COc1cccc(C(=O)Nc2c(C)n[nH]c2C)c1,-1,4,-5,6,1,12,-2.4,-11,-2
O=C(O)c1ccccc1-c1ccccc1C(=O)NCc1ccco1,-7,-3,-3,.,1,4,-0.6,21,23
O=C(CSc1nc2ccccc2n1CC(=O)NCc1ccccc1)NCc1ccco1,7,-3,-6,1,7,1,-4.3,-1,-2
Brc1ccccc1-c1nnc(CSc2nnc3sc4ccccc4n23)o1,-3,.,-12,9,-14,-10,1.2,10,5
CCOc1ccc(NC(=O)CSc2nccn2C)cc1,-12,-2,-13,3,6,-114,0.4,-11,-6
CC1(C)Cc2ccccc2C(=O)N1,3,-1,1,1,4,-2,0.2,-3,-18
CN(CCCCCC(=O)/C=N/O)Cc1ccccc1,9,-5,29,-2,-4,-28,-4.5,1,-32
CC(NC(=O)Cn1nc(C(=O)O)c2ccccc2c1=O)c1ccccc1 (configuration not stated),9,1,-10,13,8,1,-0.8,0,23
c1ccc(CSc2nnc(-c3ccco3)n2Cc2ccco2)cc1,5,.,-17,-7,7,6,-3.1,9,11

# Single values from the list.
# In FXIa inh mix, COc1ccc(S(=O)(=O)N2CCN(CCO)CC2)cc1-c1nnc2c3ccccc3c(C)nn12 shows 4
# In FXIa inh mix, Cn1c(N)c(C(=O)CSc2nc3ccccc3n2-c2ccccc2)c(=O)n(C)c1=O shows 15
# In CatL block, O=C(NCC(F)(F)F)N1CCOCC1 shows 4
